# Screening results from PubChem.
# AID772: HT29 colon tumor cell growth inhibition, primary screen, imaging, high content imaging, 72 h, CellTiter-Glo (AID 772); growth inhibition, % at 10 µM; HT29 cell growth, HCS imaging cell count, 72 h; stronger effect = higher value; 3,300 compounds, 0.6% hits;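 active = growth inhibition above 90%, meaning viable cell count cut by more than 90% versus vehicle controls; inactive = growth inhibition below 90%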
# HT29 cell growth-1: HT29 colon tumor cell growth inhibition, primary screen, imaging, high content imaging, 48 h, CellTiter-Glo (AID 771) | growth inhibition, % at 10 µM | 3,300 compounds, 2% hits | HT29 cell growth, HCS imaging cell count, 48 h; stronger effect = higher value;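 active = growth inhibition above 90%, meaning viable cell count by imaging cut by more than 90% versus vehicle controls; inactive = growth inhibition below 90%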;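 note: percent fewer viable cells counted by imaging than vehicle controls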
# A549 proliferation: A549 NSCLC cell proliferation inhibitors – ATP luminescence, human non-small cell lung line, primary screen (AID 371) | A549 growth inhibition, ATP luminescence; stronger effect = higher value | growth inhibition, % at 10 µM | 3,300 compounds, 8.4% hits;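 active = mean growth inhibition over the two runs of 50% or more; inactive = mean growth inhibition under 50%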;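 note: compound exposure lasted 72 h before the ATP read; 0% = untreated cell signal and 100% = no luminescence left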
# HT29 cell growth-2: HT29 colon tumor cell growth inhibition, primary screen, imaging, high content imaging, 24 h, CellTiter-Glo (AID 770) | 3,300 tested, under 10 active | HT29 cell number by imaging, 24 h; stronger effect = higher value | growth inhibition, % at 10 µM;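 active = growth inhibition above 90% in viable cell count at a single dose; inactive = growth inhibition below 90%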
# AID364: cytotoxicity toward Jurkat T cells, primary screen, cell-based, Jurkat E6.1, NIH starter set (AID 364). 3,300 compounds, 2% hits. Jurkat E6.1 viability, ATP luminescence, 48 h; higher % means a stronger effect. one-dose inhibition, % at 4 µM; CC50 in µM for titrated hits;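 active = concentration giving half-maximal inhibition at or below 20 micromolar; inactive = half-maximal concentration above 20 micromolar, or not dose tested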;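 note: 100% = cells treated with 4 µM doxorubicin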
# HT29 cell growth-2 condensed nuclei: also measured in HT29 cell growth-2; calls as there; condensed nuclei, %; measured here: percent cells with condensed nuclei;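 share of cells whose nuclear area falls below control median minus 1.5 SD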
# HT29 cell growth-2 ATP viability: also measured in HT29 cell growth-2; calls as there; growth inhibition, %; measured here: ATP CellTiter-Glo viability
# HT29 cell growth-1 condensed nuclei: second read-out of HT29 cell growth-1, no call of its own (marks repeat the call); condensed nuclei, %; measured here: percent cells with condensed nuclei;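 condensed means Hoechst nuclear area under control median minus 1.5 SD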
# HT29 cell growth-1 ATP viability: further read-out of HT29 cell growth-1, marked with its call; growth inhibition, %; measured here: ATP CellTiter-Glo viability inhibition
# AID772 condensed nuclei: also measured in AID772; calls as there; condensed nuclei, %; measured here: percent cells with condensed nuclei;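 condensed means nuclear area below control median minus 1.5 SD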
# AID772 second: also measured in AID772; calls as there; growth inhibition, %; measured here: ATP CellTiter-Glo viability
# * = called active by the depositor; · = no result given. The list is partial; the hit share may differ from the screen's.
SMILES,AID772,AID772 condensed nuclei,AID772 second,HT29 cell growth-1,HT29 cell growth-1 condensed nuclei,HT29 cell growth-1 ATP viability,A549 proliferation,HT29 cell growth-2,HT29 cell growth-2 condensed nuclei,HT29 cell growth-2 ATP viability,AID364
Cn1c(Cn2cnc(Cl)c2Cl)nc2ccccc21,9,4,-5,-7,2.3,-1,-4,-9,1.2,5,1%
COc1ccc(CCNC(=O)c2ccc(=O)[nH]n2)cc1OC,-46,4,-10,21,4.2,-8,-1,-5,3.8,-18,2%
COc1cc(S(=O)(=O)N2CCN(C)CC2)c(OC)cc1Br,41,13,-4,45,3.5,13,6,-22,3.0,5,-5%
C=CCOc1nc2c(c(=O)n(C)c(=O)n2C)n1Cc1c(Cl)cccc1Cl,-50,4,-9,31,0.4,9,25,-13,1.6,-2,5%
Cn1c(SCC(=O)N2CCOCC2)nnc1-c1cccc(NC(=O)c2ccccc2F)c1,49,3,-2,19,1.0,7,3,2,4.7,-5,-3%
Cc1cc(C)n(CC(=O)n2nc(C)cc2C)n1,-31,5,-21,-3,3.7,-10,2,-11,3.6,-1,-4%
COc1ccc(-c2cn3ccsc3n2)cc1,31,9,33,17,0.7,26,16,19,3.9,12,2%
COc1ccc(-c2nnc3sc(-c4c(OC)cccc4OC)nn23)cc1,-59,2,-52,-24,1.3,-22,17,11,5.2,2,12%
CC(=O)Oc1ccc2c(C)cc(=O)[nH]c2c1,41,3,6,-40,2.6,-27,11,-12,0.7,1,4%
CCC(=O)NC1(C(F)(F)F)C(=O)Nc2c1c(=O)[nH]c(=O)n2Cc1ccco1 (stereo not drawn),-13,10,-23,-40,4.2,-24,3,-41,2.1,-3,3%
Cc1cn([C@H]2C[C@H](N=[N+]=[N-])[C@@H](CO)O2)c(=O)[nH]c1=O,-5,2,6,-47,2.0,·,7,15,3.1,-8,0%
CCCSc1nc(C)c(CC(=O)O)c(=O)[nH]1,-33,3,-21,-37,6.1,-4,1,-2,0.7,-11,0%
c1ccc(CSc2nnc(SCc3ccccn3)s2)nc1,1,7,-13,21,7.8,-4,-8,29,6.5,-6,-8%
Cn1ncc2nnn(-c3ccccc3)c(=O)c21,-82,5,-45,-18,1.6,-21,13,-45,2.6,-16,-3%
Cc1ccc2[nH]c3c(N4CCN(Cc5ccc6c(c5)OCO6)CC4)ncnc3c2c1,74,30,97,94*,25*,92*,84*,70,10,41,19%

# Shown field by field: part of the list above.
> Cc1cc(C)n(CC(=O)n2nc(C)cc2C)n1
  AID772: -31
  AID772 condensed nuclei: 5
  AID772 second: -21
  HT29 cell growth-1: -3
  HT29 cell growth-1 condensed nuclei: 3.7
  HT29 cell growth-1 ATP viability: -10
  A549 proliferation: 2
  HT29 cell growth-2: -11
  HT29 cell growth-2 condensed nuclei: 3.6
  HT29 cell growth-2 ATP viability: -1
  AID364: -4%

> Cc1ccc2[nH]c3c(N4CCN(Cc5ccc6c(c5)OCO6)CC4)ncnc3c2c1
  AID772: 74
  AID772 condensed nuclei: 30
  AID772 second: 97
  HT29 cell growth-1: 94*
  HT29 cell growth-1 condensed nuclei: 25*
  HT29 cell growth-1 ATP viability: 92*
  A549 proliferation: 84*
  HT29 cell growth-2: 70
  HT29 cell growth-2 condensed nuclei: 10
  HT29 cell growth-2 ATP viability: 41
  AID364: 19%

> c1ccc(CSc2nnc(SCc3ccccn3)s2)nc1
  AID772: 1
  AID772 condensed nuclei: 7
  AID772 second: -13
  HT29 cell growth-1: 21
  HT29 cell growth-1 condensed nuclei: 7.8
  HT29 cell growth-1 ATP viability: -4
  A549 proliferation: -8
  HT29 cell growth-2: 29
  HT29 cell growth-2 condensed nuclei: 6.5
  HT29 cell growth-2 ATP viability: -6
  AID364: -8%

# 3 compounds picked at random from those above, as already listed:
SMILES,AID772,AID772 condensed nuclei,AID772 second,HT29 cell growth-1,HT29 cell growth-1 condensed nuclei,HT29 cell growth-1 ATP viability,A549 proliferation,HT29 cell growth-2,HT29 cell growth-2 condensed nuclei,HT29 cell growth-2 ATP viability,AID364
C=CCOc1nc2c(c(=O)n(C)c(=O)n2C)n1Cc1c(Cl)cccc1Cl,-50,4,-9,31,0.4,9,25,-13,1.6,-2,5%
CC(=O)Oc1ccc2c(C)cc(=O)[nH]c2c1,41,3,6,-40,2.6,-27,11,-12,0.7,1,4%
CCCSc1nc(C)c(CC(=O)O)c(=O)[nH]1,-33,3,-21,-37,6.1,-4,1,-2,0.7,-11,0%

# Three compounds from above, ordered by the number in AID772 condensed nuclei, smallest number first.
Structure	AID772 condensed nuclei
COc1ccc(CCNC(=O)c2ccc(=O)[nH]n2)cc1OC	4
Cn1ncc2nnn(-c3ccccc3)c(=O)c21	5
c1ccc(CSc2nnc(SCc3ccccn3)s2)nc1	7
